# B2AR arrestin: qHTS assay of beta-arrestin-biased ligands of beta2-adrenergic receptor | Beta-2 adrenergic receptor (Homo sapiens), P07550 | 0.02% of 330,000 active | beta-arrestin recruitment to beta2AR, cell-based reporter | AID 492947, 2010 | Potency, µM (doses to about 46.1 µM), inactives show top-dose activation, usual class: activators;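 also: potency is read from the fitted curve at half-maximal effect; 0% = DMSO controls and full agonism = EC100 isoproterenol or metaproterenol; nearly all actives have a fitted effect of over 65% in size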
# TRPV1 ag: HTS Assay for Compounds that Act as Agonists of the Vanilloid Receptor 1. TRPV1-expressing cells, Fluo-8 calcium influx, agonist mode. activation, % at 8.33 µM. 0.19% of 320,000 active; in the data active = activation above about 80%; inconclusive = between about 30% and that limit; also: 0% is about no effect
#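 TRPV1-expressing cells were cultured overnight at 35.5C and loaded with Fluo-8 calcium dye for 40 to 90 min at room temperature. After a 10 s baseline, compound was added and calcium influx was read kinetically for 3 min (ex 480/em 520 nm).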
# CXXC DNA block: qHTS Fluorescence Polarization Assay for Inhibitors of MLL CXXC domain - DNA interaction | Potency, µM (titrated, usually from 115 µM), for the others: at the highest dose activity change, negative = inhibition, actives largely listed as inhibitors | 0.037% of 290,000 active | Histone-lysine N-methyltransferase 2A (Homo sapiens), Q03164 | MLL-CXXC / FITC-HOXA9 DNA fluorescence polarization; active = well fitted inhibition curve with a large enough effect in the polarisation, with a control signal flat, not every such curve was filed as active; inconclusive = small, poorly fitted or top-dose-only effect, or effect the other way, or a change in a side signal; inactive = no such curve, though single readings can be large or run the other way; the % refers to the polarisation; also: potency is read from the fitted curve at half-maximal effect
#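 Steps: dispense CXXC domain solution (7 uM) → pin compounds or unlabeled HOX-A9 DNA control → 5 min ambient → add FLSN-HOX-A9 solution (50 nM) → spin → 30 min ambient → fluorescence polarization. Tris pH 7.5/NaCl/DTT/BSA buffer.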
# TCR activator: Activators of T cell receptors: qHTS campaign; AID 504894, 2011; 330,000 tested, under 10 active; Potency, µM (highest dose often 9.22 µM), for the others: at the highest dose activation of IL-2 secretion, most hits filed as activators; primary human leukocytes, anti-CD3, IL-2 HTRF, 48 h; also: % of control where 0% means no effect
#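 Primary human leukocytes incubated 48 hr with anti-CD3 beads plus compound, without co-stimulation. Secreted IL-2 measured by HTRF (europium cryptate/d2 anti-IL-2 pair, 320 nm excitation, 665 nm emission).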
# ELG1 DNA repair: qHTS screen for small molecules that inhibit ELG1-dependent DNA repair in human embryonic kidney (HEK293T) cells expressing luciferase-tagged ELG1 | HEK293T ELG1-luciferase reporter, luminescence, 16 h; DNA damage induced by 5-fluorouridine | Potency, µM (doses to about 46.1 µM), without a hit: at the highest dose activity change, negative = inhibition, most hits filed as inhibitors | 2.3% of 330,000 active | AID 504467, 2011; also: potency is read from the fitted curve at half-maximal effect; % is scaled to controls: 0 for no effect and ±100 for the full control effect; nearly all actives have a fitted effect of over 55% in size
#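 DMSO vehicle served as the neutral condition. Each well held 2,000 cells given 5-fluorouridine plus compound; after 16 hr at 37 °C/5% CO2, ONE-Glo was added and luciferase measured 30 min later.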
# BRCA1 expr act: qHTS Assay to Identify Small Molecule Activators of BRCA1 Expression. MCF7-BRCA1-FFLuc reporter, luminescence, 48 h; response scale: scaled: vehicle 0%, 10 µM genistein 100%. Potency, µM (top dose mostly 46.1 µM), without a hit: at the top dose activation, hits mostly activators. 1.1% of 380,000 active. AID 624202, 2012; also: potency is read from the fitted curve at half-maximal effect; nearly all actives have a fitted effect of over 80% in size; some results filed as inactive show a strong effect at the top dose
#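 MCF7 cells carrying a BRCA1-firefly luciferase reporter (2000 cells/well, phenol-red free MEM) were attached for 2 h at 37 °C, then given compounds for 48 h. Luminescence was read 15 min after luciferase reagent; activity normalized to genistein (10 microM) and DMSO.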
# TSG101-PTAP inh: qHTS Assay for Iinhibitors of HIV-1 Budding by Blocking the Interaction of PTAP/TSG101. Tumor susceptibility gene 101 protein (Homo sapiens), Q99816. Fluorescence polarization, FITC-PTAP peptide / Tsg101 binding. Potency, µM (top dose mostly 115 µM), for inactives: top-dose activity change, negative = inhibition, usual class: inhibitors. 340,000 tested, under 10 active; active = well fitted inhibition curve with a large enough effect in the main read-out, with a control signal flat, not every such curve was filed as active; inconclusive = small, poorly fitted or top-dose-only effect, or effect the other way, or a change in a side signal; inactive = no such curve, though single readings can be large or run the other way; also: potency is read from the fitted curve at half-maximal effect; % of control where 0% means no effect
#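 FP read-out: FITC-PTAP peptide, 50 nM final, binding Tsg101 binding domain, 10 uM final; 20 min, r.t.; 10 mM HEPES pH 7.5, 0.15 M NaCl, 0.01% Tween 20, 3 mM EDTA, 0.1 mM TCEP.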
# p53 reactivator: qHTS assay for re-activators of p53 using a Luc reporter | H1299 p53-A138V BP100-luciferase reporter, luminescence, 24 h | Potency, µM (series often up to 92.2 µM), inactives show at the highest dose activity change, positive = activation, most hits filed as activators | 0.063% of 320,000 active; also: potency is read from the fitted curve at half-maximal effect; % of control where 0% means no effect; nearly all actives have a fitted effect of over 45% in size
#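 H1299 (p53-null), stable ts p53-A138V + BP100-Luc; 1000 cells/well, Opti-MEM/10% FBS; cpd 4 pt, 1:5; 24 h, 37 deg C, 5% CO2; detection reagent 10 min RT; luminescence.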
# AT treatment: qHTS Assay for Identifying a Potential Treatment of Ataxia-Telangiectasia; 0.19% of 320,000 active; Potency, µM (top dose mostly 57.5 µM), inactives show at the highest dose activation, hits mostly activators; […] A-T fibroblasts, KAP-1 phosphorylation AlphaLISA; neocarzinostatin DNA damage 30 min before lysis; AID 485349, 2010; also: potency is read from the fitted curve at half-maximal effect; % of control where 0% means no effect; nearly all actives have a fitted effect of over 45% in size
#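 ATM-like activity read as KAP-1 phosphorylation via AlphaLISA donor/acceptor antibody pairs after lysis and 6 hr at 25C. Cells were ATM-null patient fibroblasts ([…], hTERT), dosed 60 min, then exposed to the DSB inducer NCS for 30 min.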
# Integrin act MD: qHTS for Activators of Integrin-Mediated Alleviation for Muscular Dystrophy. Potency, µM (series often up to 38.3 µM), without a hit: top-dose activation, most hits filed as activators. alpha7betagal myoblasts, beta-gal FDG fluorescence, 48 h. 0.064% of 350,000 active;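 also: potency is read from the fitted curve at half-maximal effect; 100% = response of the positive control SU9516; nearly all actives have a fitted effect of over 60% in size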
#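 alpha7betagal+/- myoblasts (passage 13, 250/well) treated 48 h at 37C with compounds at 1:260 dilution of DMSO stock. Lysed, then beta-galactosidase activity read as FDG fluorescence (ex 480/em 540) after 30 min, with pre-read for autofluorescence.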
# * hit, by the source's call; ? = inconclusive; . = not tested or not shown; [ ] = dose if it differs, or a comment. Unless noted, calls follow the shape of the dose curve; as a rule, active = well fitted curve in the direction sought with a large enough effect; inconclusive = small, poorly fitted or top-dose-only effect, or another doubt; inactive = no such curve, though single readings can be large; an effect the other way counts as inactive or inconclusive.
SMILES | B2AR arrestin | TRPV1 ag | CXXC DNA block | TCR activator | ELG1 DNA repair | BRCA1 expr act | TSG101-PTAP inh | p53 reactivator | AT treatment | Integrin act MD
Cc1ccc(S(=O)(=O)c2nnn3c2nc(N2CCOCC2)c2ccccc23)c(C)c1 | 0.3% | 11 | 30%[activator] | -14% | -3% | 0% | -8% | -14% | 1% | 28%
CC(=O)Nc1ccc(NC(=O)C2CCCCC2C(=O)O)cc1 (stereo not given) | -0.9% | 13 | 4% | -3%[46.1 µM] | 15% | -1% | -6% | 3% | -1% | 13%
O=C(Cn1c(=O)n(CC2CCCO2)c(=O)c2ccccc21)c1ccccc1 (stereo not given) | 0.4% | 17 | -5% | -1% | 4% | -17% | -2% | ? | 17% | -19%
Cc1ccccc1NC(=O)c1ccc(CN(c2ccccc2)S(=O)(=O)c2ccccc2)cc1 | 0.1% | -2 | -7% | 3%[46.1 µM] | ? | -18% | -3% | -1% | -4% | -5%
COc1cc(O)c(C(CC(=O)N2CCOCC2)c2ccc(N(C)C)cc2)c(OC)c1 (stereo not given) | -0.5% | 9 | 0% | -10% | 23% | 11% | . | -1% | 45% | -16%
CCCOc1ccc2c3c(c(=O)oc2c1OCCC)CCCC3 | 0.2% | ? | 1% | 1% | ? | -5% | -8% | -2% | 28% | -40%
COC(=O)c1cc(S(=O)(=O)N2CCOCC2)c(N2CCOCC2)cc1N1CCOCC1 | -0.6% | 2 | 4% | -4% | -2% | 27% | -1% | 2% | 2% | -36%
O=C1Nc2ccc(F)cc2C12Nc1ccccc1-c1nnc(SCc3ccccc3F)nc1O2 (stereo not given) | 0.2% | 1 | -14% | 1% | 40% | -3% | ? | 13% | -1% | 17%
CC(=O)Nc1ccc(NC(=O)c2ccccc2S(=O)(=O)c2ccc([N+](=O)[O-])cc2)cc1 | -0.1% | -2 | 6% | -14% | ? | -36% | -2% | -11% | 1% | -36%
COc1ccc(/C=C/C(=O)OCC(=O)Nc2ncc(Cl)cc2Cl)cc1 | -0.2% | . | . | 3% | -13% | -17% | -2% | 20% | 22% | 9%
CCCS(=O)(=O)N1CCN(Cc2ccco2)CC1 | -0.4% | -2 | 4% | -5% | 8% | -3% | 1% | -6% | 2% | -4%
COc1ccc(/C=C(\C#N)C(=O)OCC(=O)Nc2ccc(C(C)(C)C)cc2)cc1 | -1.0% | ? | 13% | -7%[46.1 µM] | ? | 20% | 0% | 19% | -14% | -6%
COc1ccc(CC2(CO)CCN(CC3=Cc4cc(Cl)ccc4OC3)CC2)cc1 | 0.0% | -1 | -10% | 6% | -4% | -83% | 0% | -1% | 1% | -66%[inhibitor]
Cc1nc(CN(C)C(=O)CC2C(=O)NCCN2Cc2ccc(-c3ccccc3)cc2)cs1 (stereo not given) | -0.3% | 1 | 8% | 0% | 11% | -10% | -3% | ? | -9% | 5%
Cc1oc2ccc(O)c(CN3CCOCC3)c2c1C(C)O (stereo not given) | -0.3% | -2 | 9% | ? | -7% | 5% | 2% | -10% | . | -13%

# Quoted at random: six compounds from above.
SMILES | B2AR arrestin | TRPV1 ag | CXXC DNA block | TCR activator | ELG1 DNA repair | BRCA1 expr act | TSG101-PTAP inh | p53 reactivator | AT treatment | Integrin act MD
COc1ccc(/C=C/C(=O)OCC(=O)Nc2ncc(Cl)cc2Cl)cc1 | -0.2% | . | . | 3% | -13% | -17% | -2% | 20% | 22% | 9%
Cc1ccc(S(=O)(=O)c2nnn3c2nc(N2CCOCC2)c2ccccc23)c(C)c1 | 0.3% | 11 | 30%[activator] | -14% | -3% | 0% | -8% | -14% | 1% | 28%
COc1ccc(CC2(CO)CCN(CC3=Cc4cc(Cl)ccc4OC3)CC2)cc1 | 0.0% | -1 | -10% | 6% | -4% | -83% | 0% | -1% | 1% | -66%[inhibitor]
CC(=O)Nc1ccc(NC(=O)c2ccccc2S(=O)(=O)c2ccc([N+](=O)[O-])cc2)cc1 | -0.1% | -2 | 6% | -14% | ? | -36% | -2% | -11% | 1% | -36%
CCCOc1ccc2c3c(c(=O)oc2c1OCCC)CCCC3 | 0.2% | ? | 1% | 1% | ? | -5% | -8% | -2% | 28% | -40%
Cc1oc2ccc(O)c(CN3CCOCC3)c2c1C(C)O (stereo not given) | -0.3% | -2 | 9% | ? | -7% | 5% | 2% | -10% | . | -13%

# Additional records follow.
SMILES | B2AR arrestin | TRPV1 ag | CXXC DNA block | TCR activator | ELG1 DNA repair | BRCA1 expr act | TSG101-PTAP inh | p53 reactivator | AT treatment | Integrin act MD
CC[C@@]12C(=O)N(c3ccccc3)C(=O)N1[C@H](c1ccc(Br)cc1)[C@@H]1C(=O)N(C(C)(C)C)C(=O)[C@@H]12 | 0.0% | 28 | . | -3% | -1% | -45% | -2% | 0% | 0% | 17%
N#C/C(=C\c1c[nH]c2ccccc12)C(=O)NCC1CCCO1 (stereo not given) | 0.2% | 0 | -3% | -1% | ? | ? | 0% | 3% | -3%[11.5 µM] | ?
O=C(CCC(=O)N(c1cccc(F)c1)C(C(=O)NC1CCCC1)c1ccncc1)Nc1cccnc1 (stereo not given) | -0.2% | 3 | -20% | 7%[46.1 µM] | 1% | -2% | -3% | -4% | 6% | -30%
CS(=O)(=O)c1ccccc1C(=O)Nc1ccc(S(=O)(=O)N2CCCC2)cc1 | -0.3% | . | . | 3%[46.1 µM] | -4% | -19% | -6% | -5% | 6% | -6%
CCOC(=O)c1ccc(NC(=O)CCC(CC)C(=O)O)cc1 (stereo not given) | -0.2% | -1 | -4% | 8% | 14% | 18% | -3% | 23% | 3% | 28%
CCN1CCCC1CNC(=O)c1cc2c(=O)n(C)c3ccccc3c2n1C (stereo not given) | -0.2% | 0 | -4% | 8% | 16% | 4% | -4% | -8% | 0% | 1%
COc1cccc(/C=N/Nc2ccc(C(=O)O)cc2)c1O | -0.2% | 2 | -10% | 0% | ? | -84% | 0% | -10% | -2% | -2%
Cc1ccccc1-n1ncc2c1CC(C)(C)CC2NC(=O)C1CCC1 (stereo not given) | 0.1% | ? | -4% | 7% | ? | -2% | -3% | 1% | 3% | -22%
CCOC(=O)N1C(=O)C2(CCCCC2)N(c2ccccc2Cl)C1=S | -0.6% | -9 | 24% | 8%[46.1 µM] | ? | -5% | 0% | -12% | 4% | -7%
Nc1ncncc1-c1ccc2ccccc2c1 | -0.4% | 10 | -8% | -3% | 14% | -11% | -4% | -7% | 41% | -17%
CCCN1C(=O)c2cc(C(=O)Nc3ccccc3C)ccc2C1Nc1ccccc1C (stereo not given) | -0.6% | ? | -6% | 6% | 23µM* | -33% | -1% | -2% | -5% | 13%
CCOC(=O)C1=C(C)Nc2nc(SC)nn2C1c1ccc(C(=O)OC)cc1 (stereo not given) | 0.2% | 0 | 16% | -7% | 20% | 0% | -1% | 0% | -3% | -17%
Cc1cccc(OC(=O)c2ccc3nccnc3c2)c1 | -0.8% | 0 | 4% | -1% | 6% | -14% | 0% | 5% | 1% | 31%
Cc1c(Cc2ccccc2)c(=O)oc2c(C)c(OCc3nn[nH]n3)ccc12 | -0.1% | 0 | -2% | -1% | 13% | -16% | -3% | 2% | 2% | 19%
Cc1ccc(NC(=S)N(C)C)cc1C | -0.6% | 3 | -2% | 6% | 11% | -7% | -1% | -2% | 0% | -33%

# Carrying on.
SMILES | B2AR arrestin | TRPV1 ag | CXXC DNA block | TCR activator | ELG1 DNA repair | BRCA1 expr act | TSG101-PTAP inh | p53 reactivator | AT treatment | Integrin act MD
Cc1nnc(SCC(=O)NC2CCCCCC2)n1N | -0.3% | 2 | . | -1% | 10% | 1% | -5% | -2% | 0% | ?
CCOc1ccc2cc(C3CC(c4ccco4)=NN3S(C)(=O)=O)c(Cl)nc2c1 (stereo not given) | 3.0% | 0 | 10% | 0% | ? | -18% | -3% | -6% | -4% | -14%
Cc1ccc(S(=O)(=O)N2CCCCC2CCNC(=O)C(=O)NCc2cccnc2)cc1 (stereo not given) | -1.9% | 0 | . | 9% | -20% | -80% | 0% | 0% | 1% | 10%
O=C(CCC1CCCCC1=O)c1ccccc1 (stereo not given) | 0.2% | -4 | 9% | -4% | ? | 62% | -6% | ? | 0% | -9%
COc1ccc(CCNC(=O)CSc2nc(=O)n3cccc(C)c3n2)cc1OC | -0.1% | 2 | . | -6% | 5% | -19% | -3% | -3% | -6% | -15%
O=C(CCC(=O)c1cccs1)OCc1nc2ccccc2s1 | 0.0% | -7 | 1% | -4% | 22% | 9% | -4% | 2% | 3% | -3%

# Screening results (PubChem)
